RAD54 inh – inhibitors of human RAD54 branch migration | Q92698 | RAD54 Holliday junction branch migration, FAM/BHQ fluorescence | inhibition, % at 10.4 µM | hit rate 0.14% among 360,000 | AID 602329;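 active means mean normalized replicate activity at least 40 and at least half of replicates scoring 40 or more; inconclusive means only one of the two criteria met; inactive means mean below 40 and under half of replicates reaching 40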;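 further: 0% = median of neutral control wells and 100% = median of positive control wells; inhibitors cause a drop in the FAM fluorescence signal; in these data hits start at about 50%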
Target sequence (Q92698 whole entry, looked up): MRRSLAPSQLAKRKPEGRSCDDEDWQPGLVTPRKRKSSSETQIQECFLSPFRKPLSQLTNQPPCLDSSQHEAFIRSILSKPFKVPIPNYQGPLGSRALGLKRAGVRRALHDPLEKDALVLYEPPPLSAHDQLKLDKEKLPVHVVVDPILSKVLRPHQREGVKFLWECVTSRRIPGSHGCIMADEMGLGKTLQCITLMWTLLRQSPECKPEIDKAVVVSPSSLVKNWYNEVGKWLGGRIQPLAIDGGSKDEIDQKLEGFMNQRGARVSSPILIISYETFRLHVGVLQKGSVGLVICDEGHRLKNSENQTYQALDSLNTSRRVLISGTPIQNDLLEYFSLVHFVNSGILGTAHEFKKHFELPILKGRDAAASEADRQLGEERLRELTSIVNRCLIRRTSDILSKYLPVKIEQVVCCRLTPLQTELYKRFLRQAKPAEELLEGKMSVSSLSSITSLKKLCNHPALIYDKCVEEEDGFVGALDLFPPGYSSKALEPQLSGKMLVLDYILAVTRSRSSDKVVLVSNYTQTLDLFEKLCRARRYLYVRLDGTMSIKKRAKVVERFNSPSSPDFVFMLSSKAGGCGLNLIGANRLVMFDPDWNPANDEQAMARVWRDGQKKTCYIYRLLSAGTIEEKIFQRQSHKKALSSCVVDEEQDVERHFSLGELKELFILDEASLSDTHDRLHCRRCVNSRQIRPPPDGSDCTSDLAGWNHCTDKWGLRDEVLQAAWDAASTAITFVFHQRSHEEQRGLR
E-sel inducer – induces E-selectin expression in human endothelial cells; hit rate 0.37% among 260,000; activation, % at 7.58 µM; HUVEC E-selectin immunofluorescence imaging; normalized: neutral wells 0, TNF-alpha wells 100; P16581;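 active means mean E-selectin-positive cell signal at least 10% of the positive control, reached in at least 60% of replicates, without over 20% cell loss; inconclusive means no rule given, readout overlaps actives, possibly toxicity-flagged; inactive means the rest, including those meeting only one limit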;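 further: in these data hits start at about 27%; measured in HUVEC primary endothelial cells; signal is the percent of cells scored E-selectin positive by PE staining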
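Test system: HUVEC; input: 3,000 HUVEC/well; measured by: immunofluorescence imaging; read-out: % PE-positive cells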
ERp5 inh – blocks human ERp5 reductase activity on insulin. Q15084. ERp5 insulin aggregation, absorbance 650 nm, 90 min. inhibition, % at 9.99 µM. hit rate 0.05% among 350,000. AID 651711;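 active means mean replicate inhibition above about 25%, with every replicate also reaching it, limit read from the data, passing the limit was not always enough; inconclusive means only one of those two criteria met; inactive means neither criterion met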
ERAP1 HTS inh – ERAP1 (human) enzyme inhibition. inhibition, % at 10.7 µM. recombinant ERAP1, Leu-AMC fluorescence, 60 min. hit rate 0.15% among 340,000. Q9NZ08;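 active means mean replicate inhibition of at least 30%, or all replicates individually reaching that 30% level; inactive means mean below 30% and not every replicate reaching it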;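 further: 0% = neutral control wells and 100% = L-leucinethiol positive control wells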
Xi reactivation – reactivates the inactive X chromosome in mouse fibroblasts. XiGFP mouse fibroblasts, % GFP-positive cells imaging, 3 d; cells co-treated with 5-aza-dC sensitizer; scaled so ellipticine positive control = 100%. activation, % at 7.58 µM. hit rate 0.055% among 360,000. AID 743238;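 active means mean normalized replicate activation at least 10% and every replicate at or above 10%; inconclusive means only one of the two criteria met; inactive means mean below 10% and not all replicates reach 10%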;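 further: 0% = median of on-plate neutral control wells and 100% = ellipticine 6 µM median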
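material = 68-5-11 XiGFP fibroblast line | medium = DMEM plus 5-aza-dC sensitizer | schedule = 3 days compound exposure | benchmarks = positive control ellipticine, 6 µM final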
S100A4 MyoIIA – blocks human S100A4 binding to myosin IIA peptide. P26447. S100A4/TAMRA-MyoIIA peptide fluorescence polarization. inhibition, % at 10.7 µM. hit rate 0.14% among 360,000. AID 652163;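 active means mean inhibition of at least 70% across replicates, with every replicate also reaching that level; inconclusive means mean inhibition reaches 70% but some replicates fall short; inactive means mean inhibition below 70%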
Target sequence (P26447 whole entry, looked up): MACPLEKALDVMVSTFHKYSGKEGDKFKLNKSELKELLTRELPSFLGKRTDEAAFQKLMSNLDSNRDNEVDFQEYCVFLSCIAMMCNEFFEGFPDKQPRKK
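Test system – S100A4 monomer (human) · Compound – single-point compound testing · Schedule – 5 min incubation before reading · Probe or stimulus – TAMRA-labelled myosin IIA heavy-chain peptide probe, 5 nM · Benchmarks – neutral control DMSO, positive control TFP · Medium – Calcium-containing HEPES buffer, pH 7.2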
esBAF inh – inhibitors of esBAF chromatin remodeling in mouse ES cells; reporter increase, % at 12.5 µM; AID 602393; Bmi1-luciferase knock-in reporter, 24 h; 100% = twice the neutral-well signal; hit rate 2% among 350,000; in the data active means activation above about 40%; inconclusive means no clear call, values can overlap the other calls;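 further: 0% = median of the plate's neutral control wells and 100% = double that signal; a rise in the Bmi1 reporter signal indicates esBAF inhibition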
RAD52 inh – blocks human RAD52 DNA annealing. AID 651710. recombinant RAD52 DNA annealing, FRET fluorescence. inhibition, % at 18.7 µM. hit rate 0.46% among 360,000;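 active means every replicate showing at least 50% inhibition; inconclusive means mean inhibition at least 50% but not in every replicate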
Starred values were filed as active, the others as inactive; ? = inconclusive; . = no result given.

Results follow in this order: RAD54 inh	E-sel inducer	ERp5 inh	ERAP1 HTS inh	Xi reactivation	S100A4 MyoIIA	esBAF inh	RAD52 inh
- O=C(O)CN1C(=O)C(=O)N(Cc2ccc(Cl)cc2Cl)C1=O
→ -2	.	4	1	0.1	-7	1	-7
- COc1ccc(CCNC(=O)Nc2nc(C(N)Cc3ccccc3)cs2)cc1OC (centres undefined)
→ 1	0.1	6	4	-0.1	-6	-10	-202
- Cc1ccc(NC(=O)CN(C)C(=O)c2ccc(NC(=O)CC3SC(N4CCCC4)=NC3=O)cc2)cc1 (centres undefined)
→ .	0.6	-1	-2	0.0	-2	.	-10
- CCN(CC(=O)Nc1c(F)cccc1F)C(=O)CCc1nc2sc3c(c2c(=O)[nH]1)CCCC3
→ 0	.	-1	0	0.0	-7	.	-36
- CNC(=S)N(CCO)Cc1cc2cc3c(cc2[nH]c1=O)OCO3
→ 2	-0.1	-2	2	0.2	0	-1	-12
- COc1ccc(-c2nc3c(C)cc(Br)cn3c2Cc2cccc(F)c2)cc1OC
→ -2	0.1	-9	-5	.	0	-2	-20
- CCOC(=O)/C(C#N)=C/c1cn(CCC(=O)O)nc1-c1cccc(Cl)c1
→ .	-0.6	-5	.	-0.1	-5	.	-2
- COc1ccc(-n2nnc3c(=O)n(CC(=O)N4CCCCC4)cnc32)cc1
→ 2	.	1	3	0.1	-1	-7	-7
- O=c1oc(-c2cccc(C(F)(F)F)c2)nn1-c1ccc(C(F)(F)F)cn1
→ -23	0.4	-2	3	0.3	4	6	10
- S=C(Nc1ccccc1)Nc1cccc(Br)c1
→ .	0.1	4	-1	0.1	13	.	-8
- NNC(=O)Cc1cccc2ccc(Cl)cc12
→ .	-0.1	-2	4	-0.1	-3	.	-4
- COc1ccc(C(=O)Nc2cccc(/C(C)=N\NC(=O)c3ccoc3C)c2)cc1OC
→ -3	0.3	4	2	-0.1	-2	14	-4
- Cc1cc(NC(=O)COC(=O)CCNS(=O)(=O)c2cccc(C(F)(F)F)c2)no1
→ .	.	-5	-2	0.0	-2	-3	-7
- CCn1nc(C(=O)OCC(=O)NCC(C)C)c2ccccc2c1=O
→ .	.	-11	-1	-0.1	1	.	-11
- C[C@H](CO)N1C[C@H](C)[C@@H](CN(C)C(=O)c2cnccn2)Oc2ncc(C#Cc3ccccn3)cc2C1=O
→ -4	-0.1	-6	-1	-0.9	31	8	-56
- CCCN(CCC)C(C)C(=O)NCC1(c2ccccc2)CCCC1 (centres undefined)
→ .	.	-4	2	0.0	-6	.	2
- C[C@@H]1CN([C@@H](C)CO)C(=O)c2cc(NC(=O)Cc3ccccc3)ccc2O[C@@H](C)CCCCO[C@H]1CN(C)C(=O)c1ccncc1
→ 11	.	0	-6	0.1	-37	4	-5
- O=C(CCC1CCCCC1)Nc1nnc(C(F)(F)F)s1
→ 10	0.1	-1	2	0.0	-3	-5	8
- CCCNC(=O)N(C)C[C@@H]1Oc2ncc(/C=C/c3ccccc3)cc2C(=O)N([C@H](C)CO)C[C@H]1C
→ 1	-0.1	0	-3	-0.5	-32	-2	17
- C[C@H](CO)N1C[C@H](C)[C@H](CN(C)C(=O)c2cccc(F)c2)Oc2ncc(-c3ccncc3)cc2C1=O
→ 3	0.9	3	1	-0.9	-6	-4	-1
- CCOC(=O)C1CCCN(c2cc(NCCCO)c([N+](=O)[O-])c3nonc23)C1 (centres undefined)
→ .	1.1	-8	4	0.5	-1	.	-8
- O=C1CC(N2CCSCC2)C(=O)N1c1cccc(Br)c1 (centres undefined)
→ -6	43*	5	0	0.0	-3	0	-6
- O=C(NCCCN1CCOCC1)C1Cc2c(ccc3ccccc23)O1 (centres undefined)
→ 9	.	2	5	0.5	-17	-15	19
- Cc1nc([N+](=O)[O-])cn1Cc1cccc([N+](=O)[O-])c1
→ .	.	-10	3	0.0	10	.	1
- Cc1noc(C)c1NC(=O)N(C)C[C@H]1OCCCC[C@H](C)Oc2ccc(NS(=O)(=O)c3ccc(Cl)cc3)cc2C(=O)N([C@@H](C)CO)C[C@H]1C
→ -4	.	-3	-6	0.0	42	-3	1
- O=C([C@@H]1N[C@@H]2c3ccc(-c4ccccc4F)c(=O)n3C[C@@H]2[C@H]1CO)N1CCc2ccccc2C1
→ 0	0.8	10	1	0.8	-4	0	-8
- CNC[C@H]1Oc2cc(C#CC(C)(C)O)ccc2S(=O)(=O)N([C@@H](C)CO)C[C@@H]1C
→ 2	.	9	5	1.3	-2	-1	-20
- CC(Sc1nncn1-c1ccccc1)C(=O)Nc1cccc([N+](=O)[O-])c1 (centres undefined)
→ .	0.0	2	-1	0.5	-10	.	-20
- CCCC(=O)N1CCC2(CC1)CN(Cc1cccnc1)[C@@H](CO)c1[nH]c3cc(OC)ccc3c12
→ .	0.3	9	-6	0.4	-10	.	-173
- Nc1nc(C23CC4CC(CC(C4)C2)C3)[nH]c(=O)n1
→ 5	.	-12	.	0.0	-1	.	-4
- CCNc1nc(Cl)nc(NC2CCCCC2)n1
→ -5	.	-3	0	0.0	-3	36	-11
- COc1ccc2c(c1)nc(SCC(O)c1ccccc1)n2C (centres undefined)
→ -3	0.1	-6	22	0.2	1	4	-1
- Cc1ccc(N=C(NOCc2ccc(Cl)cc2Cl)c2nonc2N)c(C)c1
→ .	.	-3	-5	.	-3	.	1
- O=C(N/N=C/c1cccs1)c1cncc(Br)c1
→ .	.	3	-2	0.4	11	.	-9
- N#Cc1cccc(-c2ccc3c(c2)[C@@H]2[C@@H](CCN2C(=O)c2ccc4c(c2)OCO4)[C@H](CO)N3)c1
→ 1	-0.4	0	-3	0.0	-2	-1	-13
- COc1ccc(C)cc1NC(=O)C/C(C)=N/NC(=O)Cc1cccc2ccccc12
→ -2	.	19	0	0.2	4	5	-3
- O=c1cc2c(nn1Cc1ccccc1)-c1ccccc1CC2
→ .	-1.6	3	9	0.3	1	.	-5
- Cc1cc(C[n+]2cc(Cl)ccc2N)c2ncccc2c1
→ -2	-0.2	7	.	0.0	-22	0	-5
- CN(C(=O)Nc1ccccc1)C1CCCc2ccccc21 (centres undefined)
→ -15	.	2	-3	0.2	2	18	-32
- CC(C)C#Cc1ccc([C@@H]2[C@@H](CO)N3CCCCN(CC4CC4)C[C@@H]23)cc1
→ 9	-0.1	2	-1	0.0	-16	.	15
- CCn1c(SCC(=O)Nc2cc(C)on2)nnc1-c1cccnc1
→ .	.	-1	7	.	1	-5	-9
- CO[C@H]1CN(C)C(=O)c2cc(NC(=O)C3CC3)ccc2OC[C@@H](C)N(CC2CCOCC2)C[C@H]1C
→ 0	0.0	-2	3	0.0	3	6	20
- COCC(=O)NC[C@H]1[C@H](c2ccccc2)[C@H](CO)N1C(=O)c1ccccc1
→ -1	3.0	-1	.	0.3	-10	2	-9
- CCn1c(CSCc2ccc(Cl)cc2)n[nH]c1=S
→ .	.	-7	2	0.2	6	.	-11
- Cc1ccc(S(=O)(=O)Nc2ccc3c(c2)C(=O)N([C@@H](C)CO)C[C@@H](C)[C@H](CN(C)S(=O)(=O)c2ccc(F)cc2)O3)cc1
→ .	2.7	-7	-3	0.1	15	1	8
- CCCCCC(=O)N1C[C@@H](n2cc(C3CC3)nn2)[C@H](O)C[C@@H]1c1ccccc1
→ 0	.	1	-1	0.1	-1	-1	-11
- CCOc1ccccc1CN1CCN(C2CCN(c3ccccc3F)CC2)CC1CCO (centres undefined)
→ .	.	4	-11	0.4	-4	-7	-6
- C[C@@H]1CN([C@@H](C)CO)C(=O)c2ccccc2-c2ccccc2CO[C@H]1CN(C)C(=O)Cc1ccccc1
→ -6	2.7	-2	2	-0.1	3	1	6
- Cc1oc(-c2cccc(Cl)c2)nc1CS(=O)(=O)CC(=O)NCCN1CCCC1
→ 6	0.0	4	8	0.1	-1	-2	-9
- O=C(NCCCCC(NC(=O)c1ccccc1)C(=O)O)OCc1ccccc1 (centres undefined)
→ .	-0.1	-2	-2	0.0	0	.	5
- COc1ccc(NC(=O)CCC(=O)c2ccc(F)cc2)cc1
→ -6	0.0	6	-2	0.0	6	-3	5
- COc1cc(OC)cc(C(=O)N2CCN(Cc3ccccc3[N+](=O)[O-])CC2)c1
→ .	.	1	6	0.0	0	.	-6
- Cc1nnc(SCC(=O)NC2CCCC2)n1C(C)C
→ 8	-0.2	-2	-2	0.0	-4	.	-4
- COc1ccc(Cl)cc1-c1cc(C(=O)NCC2CCCCC2)[nH]n1
→ -6	0.3	-3	-2	-0.1	4	-8	-12
- CC(C)(C)c1ccc(C(=O)Nc2cccc3ncccc23)cc1
→ -5	0.0	4	-2	0.0	-19	11	-157
- COc1ccccc1S(=O)(=O)N[C@H]1C=C[C@H](CC(=O)N2CCCCC2)O[C@H]1CO
→ -5	-0.1	-1	3	1.1	-4	-6	15
- CCc1csc(N2[C@H](CO)[C@H](c3ccccc3)[C@@H]2CN(C)C(=O)C2CCC2)n1
→ .	-0.2	1	1	0.0	14	.	-20
- c1ccc2cc(OCCOCCOc3ccc4ccccc4c3)ccc2c1
→ -9	.	7	1	-0.1	-5	-3	0
- CN1CCN(NC(=O)/C=C/c2ccc(Br)cc2)CC1
→ 4	1.2	3	-5	0.1	5	.	-11
- Cc1noc(C)c1S(=O)(=O)Nc1ccc2c(c1)CC(=O)N([C@H](C)CO)C[C@H](C)[C@@H](CN(C)C(=O)Nc1ccc(F)cc1)O2
→ -8	-16	-10	0	-0.1	11	5	-4

Next part.
Results follow in this order: RAD54 inh	E-sel inducer	ERp5 inh	ERAP1 HTS inh	Xi reactivation	S100A4 MyoIIA	esBAF inh	RAD52 inh
- COc1ccc(-c2nc(N)n(C(=O)c3ccco3)n2)cc1
→ -8	0.8	2	-3	0.1	-4	-1	-8
- CSCc1ccc(C(=O)N2CCC(N3CCC(C(=O)NC(C)C)CC3)CC2)o1
→ -3	0.0	2	1	0.0	1	-1	-14
- O=C(CCS(=O)(=O)c1ccc(Cl)cc1)NC1CCCC1
→ -6	0.5	4	-3	0.1	3	1	-4
- COc1ccc(-c2cc(-c3ccc(C)cc3)n[nH]2)c(O)c1
→ 5	-1.6	-8	-4	0.1	-1	?	-8
- CC1CCCC(NC(=O)Cn2cc3c(n2)CCCCC3)C1C (centres undefined)
→ -9	-0.1	-2	-4	0.1	-5	0	5
- CC(C)CC#Cc1cnc2c(c1)C(=O)N([C@H](C)CO)C[C@H](C)[C@@H](CN(C)Cc1ccccc1F)O2
→ -4	0.0	1	3	-0.3	-6	0	6
- N#Cc1ccc(N2Cc3ccccc3C2=NC(=O)c2cccs2)cc1
→ .	.	-3	0	0.2	-2	.	-75
- C[C@@H]1CN([C@@H](C)CO)C(=O)c2cc(NC(=O)Nc3ccc(F)cc3)ccc2O[C@@H](C)CCCCO[C@@H]1CN(C)CC1CCCCC1
→ 0	0.2	-1	0	0.0	60	-4	3
- CSCCC(C(=O)NCc1ccccc1)n1c(C2CCN(C(C)=O)CC2)nc2ccccc21 (centres undefined)
→ .	-0.1	-1	-1	-0.1	42	.	-16
- CCC/C=N/Nc1nc2ccccc2s1
→ .	.	1	4	0.0	4	.	0

Bioassay records: PubChem BioAssay, Broad Institute
